Bioassay records deposited in PubChem BioAssay by several laboratories.
LEDGF integ inh – blocks HIV-1 LEDGF/p75-dependent DNA integration | actives 0.64% (n = 370,000) | TR-FRET IN-LEDGF/p75 DNA integration, Eu/Cy5 | AID 743269 | inhibition, % at 3.7 µM;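 active = inhibition above the screen-wide mean plus 3 SD, cut at about 13% in these data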;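 note: signal is the Cy5 over europium emission ratio at 671 and 618 nm; 0% = plate median of compound wells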
PRMT1 inh – blocks human protein arginine methyltransferase 1; actives 1.3% (n = 370,000); inhibition, % at 2.79 µM; recombinant PRMT1, activity-based probe fluorescence polarization;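 active = inhibition above about 21% made by adding two undisclosed values, limit read from the data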
Target sequence (Q99873 whole entry, looked up): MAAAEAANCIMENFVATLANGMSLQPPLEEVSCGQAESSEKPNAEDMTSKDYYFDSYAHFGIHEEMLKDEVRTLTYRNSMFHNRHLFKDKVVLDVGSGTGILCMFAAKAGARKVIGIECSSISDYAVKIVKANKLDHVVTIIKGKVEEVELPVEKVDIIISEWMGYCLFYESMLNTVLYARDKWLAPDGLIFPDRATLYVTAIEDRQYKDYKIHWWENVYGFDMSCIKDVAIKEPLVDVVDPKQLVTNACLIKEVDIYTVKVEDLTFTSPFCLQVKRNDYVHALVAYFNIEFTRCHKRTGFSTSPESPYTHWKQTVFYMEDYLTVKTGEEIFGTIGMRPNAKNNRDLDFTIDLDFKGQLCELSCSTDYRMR
TCR CD3 inh – human TCR-CD3 binding inhibition. TAMRA-labeled TCR probe fluorescence, biochemical. actives 0.37% (n = 360,000). inhibition, % at 9.4 µM; in the data active = inhibition above about 19%;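 note: recombinant mutant TCR 2C K166C tagged with TAMRA read by polarization; 0% = receptor in buffer alone and 100% = receptor with positive control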
UHRF1 MBD2 ctr – UHRF1 methyl-DNA binding inhibition. Q96T88. UHRF1 binding to methylated oligo, TR-FRET. inhibition, % at 4.4 µM. actives 0.75% (n = 370,000). AID 687016; in the data active = inhibition above about 21%;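 note: UHRF1 SRA domain binding a hemimethylated CpG hairpin DNA probe; 0% = median of test compound wells and 100% = reference inhibitor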
Rev-erbA mod – modulators of human Rev-erb alpha DNA binding; P20393; Rev-erbα–FITC-DNA binding, fluorescence polarization, 90 min; activity, % at 10 µM; actives 0.79% (n = 370,000);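 active = activity above about 14%, limit read from the data; passing the limit was not always enough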;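 note: 0% = DMSO wells with 35 nM protein and 100% = DMSO wells with 750 nM protein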
Target sequence (P20393 whole entry, looked up): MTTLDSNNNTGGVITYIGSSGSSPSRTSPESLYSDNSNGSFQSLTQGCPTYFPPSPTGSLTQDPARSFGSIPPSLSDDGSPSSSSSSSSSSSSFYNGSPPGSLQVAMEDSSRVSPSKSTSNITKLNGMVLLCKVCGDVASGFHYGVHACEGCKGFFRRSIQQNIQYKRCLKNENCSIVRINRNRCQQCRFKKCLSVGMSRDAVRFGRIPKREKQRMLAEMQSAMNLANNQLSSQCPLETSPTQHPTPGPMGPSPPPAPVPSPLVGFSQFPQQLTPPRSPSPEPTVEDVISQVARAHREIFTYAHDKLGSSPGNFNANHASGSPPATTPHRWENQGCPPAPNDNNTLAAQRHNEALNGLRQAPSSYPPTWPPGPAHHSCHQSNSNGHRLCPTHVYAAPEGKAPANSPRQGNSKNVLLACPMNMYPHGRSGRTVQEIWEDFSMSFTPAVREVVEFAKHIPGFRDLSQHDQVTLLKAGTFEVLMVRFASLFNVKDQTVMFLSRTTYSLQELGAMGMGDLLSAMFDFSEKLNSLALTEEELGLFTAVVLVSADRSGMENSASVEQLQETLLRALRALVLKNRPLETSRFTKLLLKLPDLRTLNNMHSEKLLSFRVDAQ
ABHD4 inh – ABHD4 (mouse) inhibition, primary FP screen; purified mABHD4, FP-Rh probe fluorescence polarization; actives 0.54% (n = 370,000); Q8VD66; AID 720543; inhibition, % at 8.92 µM;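 active = inhibition exceeding the mean over every tested compound plus 3 SD, cut at about 30% in these data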;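 note: 0% = plate median of compound wells and 100% = S159A mutant with DMSO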
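Test system: mABHD4 protein | Buffer or medium: HEPES pH 7.0 buffer, 150 mM NaCl, 0.01% Pluronic F-127 | Probe or stimulus: FP-Rh fluorescent activity-based probe, added after compound pre-incubation | Timing: Pre-incubation 45 min, probe exposure 60 min, at 25 °C | Technique: Fluorescence polarization, excitation 525 nm, emission 598 nm, BODIPY TMR filters | Repeats: Single well per compound (singlicate)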
MBD2 inh – blocks human MBD2 binding to methylated DNA. Q9UBB5. TR-FRET, MBD2 binding to methylated oligonucleotide. inhibition, % at 4.4 µM. actives 0.31% (n = 370,000). AID 686964; in the data active = inhibition above about 13%
HTRA1 inh – blocks human HTRA1 serine peptidase | recombinant HTRA1, FP-rhodamine activity-based probe, fluorescence polarization | inhibition, % at 5.96 µM | actives 0.5% (n = 340,000); in the data active = inhibition above about 36%;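 note: 0% = enzyme with DMSO and 100% = wells lacking enzyme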
rCAG binder – binds r(CAG) RNA repeats. r(CAG) RNA repeat, TO-PRO-1 dye displacement fluorescence. inhibition, % at 3 µM. actives 1.3% (n = 370,000). AID 651821;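 active = inhibition above the plate cutoff, the mean of all test compounds on that plate plus 3 SD, cut at about 35% in these data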;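 note: 0% = DMSO alone and 100% = 100 µM mitoxantrone as full dye displacement; higher means more dye released from RNA so lower well fluorescence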
PG9 binder – binds the HIV-1 gp120 antibody PG9 | AID 624416 | actives 0.43% (n = 360,000) | TR-FRET gp120-PG9 antibody binding | inhibition, % at 6.7 µM; in the data active = inhibition above about 8.5%
Numbers without * were called inactive.

What do the screens show for `CCC(CC)NC(=O)Cc1ccccc1OC`?
LEDGF integ inh: -2; PRMT1 inh: -1; TCR CD3 inh: 0; UHRF1 MBD2 ctr: -1; Rev-erbA mod: -2; ABHD4 inh: 3; MBD2 inh: 0; HTRA1 inh: -2; rCAG binder: -1; PG9 binder: -2.4

What do the screens show for `COc1ccccc1[N+](=O)[O-]`?
LEDGF integ inh: -6; PRMT1 inh: 3; TCR CD3 inh: -5; UHRF1 MBD2 ctr: 2; Rev-erbA mod: 2; ABHD4 inh: -3; MBD2 inh: 3; HTRA1 inh: 11; rCAG binder: -2; PG9 binder: 1.2

What do the screens show for `C/C(=N\NC(=O)C(=O)Nc1cccc(Cl)c1C)c1ccncc1`?
LEDGF integ inh: 4; PRMT1 inh: 0; TCR CD3 inh: 3; UHRF1 MBD2 ctr: -3; Rev-erbA mod: -1; ABHD4 inh: 0; MBD2 inh: -6; HTRA1 inh: 7; rCAG binder: 1; PG9 binder: -3.0

Results for CC(C)=CCC[C@](C)(OC1OC(COC2OCC(O)C(O)C2O)C(O)C(O)C1O)C1CC[C@]2(C)C1C(O)CC1[C@@]3(C)CCC(O[C@@H]4O[C@H](CO)C(O)C(O)C4O[C@@H]4OC(CO)C(O)C(O)C4O)C(C)(C)C3CC[C@]12C (stereo partly specified) ?
LEDGF integ inh: 1; PRMT1 inh: 1; TCR CD3 inh: 0; UHRF1 MBD2 ctr: 1; Rev-erbA mod: 1; ABHD4 inh: 3; MBD2 inh: -1; HTRA1 inh: 6; rCAG binder: -5; PG9 binder: 1.6

Results for CC(=O)N1CCN(S(=O)(=O)c2cccc(C(=O)OCN3C(=O)c4ccccc4C3=O)c2)CC1 ?
LEDGF integ inh: -2; PRMT1 inh: 5; TCR CD3 inh: -6; UHRF1 MBD2 ctr: 1; Rev-erbA mod: -3; ABHD4 inh: 4; MBD2 inh: 2; HTRA1 inh: 3; rCAG binder: -3; PG9 binder: -0.9

What do the screens show for `Cc1cc2c(c(SCC(=O)Nc3ccc(C)c(C)c3)n1)C(=O)OC2`?
LEDGF integ inh: -2; PRMT1 inh: 8; TCR CD3 inh: -7; UHRF1 MBD2 ctr: 1; Rev-erbA mod: 7; ABHD4 inh: -15; MBD2 inh: 5; HTRA1 inh: 0; rCAG binder: -1; PG9 binder: 0.0

Results for COc1ccc(CNC(=O)C2Cc3ccccc3CN2C(=O)c2ccco2)cc1 (stereo unspecified) ?
LEDGF integ inh: 7; PRMT1 inh: -2; TCR CD3 inh: -2; UHRF1 MBD2 ctr: -2; Rev-erbA mod: -5; ABHD4 inh: 3; MBD2 inh: 2; HTRA1 inh: -3; rCAG binder: -1; PG9 binder: 0.4

How did Cc1cc(C)n(/N=C/c2c[nH]c3ccccc23)c(=O)c1 do in these assays?
LEDGF integ inh: -1; PRMT1 inh: 1; TCR CD3 inh: -5; UHRF1 MBD2 ctr: 2; Rev-erbA mod: 1; ABHD4 inh: -2; MBD2 inh: -1; HTRA1 inh: -2; rCAG binder: 7; PG9 binder: -2.0

How did CCOc1ccc(C(=O)Nc2cccc(NC(=O)c3cccs3)c2)cc1[N+](=O)[O-] do in these assays?
LEDGF integ inh: 4; PRMT1 inh: 1; TCR CD3 inh: 3; UHRF1 MBD2 ctr: 3; Rev-erbA mod: 4; ABHD4 inh: -56; MBD2 inh: 7; HTRA1 inh: -97; rCAG binder: 14; PG9 binder: -2.0

How did Cn1cc(S(=O)(=O)Nc2ccc(OC(F)(F)F)cc2)c(=O)n(C)c1=O do in these assays?
LEDGF integ inh: 3; PRMT1 inh: -8; TCR CD3 inh: 4; UHRF1 MBD2 ctr: 0; Rev-erbA mod: 3; ABHD4 inh: 7; MBD2 inh: 6; HTRA1 inh: 4; rCAG binder: -1; PG9 binder: -2.7

How did COCCN(C(=O)CNC(=O)c1ccco1)C(C(=O)NC1CCCC1)c1ccccc1F (stereo unspecified) do in these assays?
LEDGF integ inh: -2; PRMT1 inh: 2; TCR CD3 inh: 4; UHRF1 MBD2 ctr: 0; Rev-erbA mod: 3; ABHD4 inh: -1; MBD2 inh: -1; HTRA1 inh: -3; rCAG binder: -4; PG9 binder: -1.8

What do the screens show for `COc1cc2ncnc(NCc3ccccc3C)c2cc1OC`?
LEDGF integ inh: 1; PRMT1 inh: -1; TCR CD3 inh: 3; UHRF1 MBD2 ctr: 2; Rev-erbA mod: -3; ABHD4 inh: -2; MBD2 inh: -2; HTRA1 inh: -4; rCAG binder: -8; PG9 binder: -1.4

Results for CCCc1cc(C(=O)N2CCN(c3ccccc3C)CC2)cs1 ?
LEDGF integ inh: -2; PRMT1 inh: 0; TCR CD3 inh: 1; UHRF1 MBD2 ctr: 2; Rev-erbA mod: 0; ABHD4 inh: -2; MBD2 inh: 1; HTRA1 inh: -18; rCAG binder: 0; PG9 binder: -1.2

How did Cc1ccc(-c2cc(=O)c3cc(F)ccc3[nH]2)cc1 do in these assays?
LEDGF integ inh: 2; PRMT1 inh: -4; TCR CD3 inh: 9; UHRF1 MBD2 ctr: 0; Rev-erbA mod: -2; ABHD4 inh: 5; MBD2 inh: -7; HTRA1 inh: 7; rCAG binder: 0; PG9 binder: -0.5

What do the screens show for `Cc1nnc2ccc(-c3ccc(NS(=O)(=O)c4ccc(Cl)s4)cc3)nn12`?
LEDGF integ inh: -7; PRMT1 inh: 2; TCR CD3 inh: -3; UHRF1 MBD2 ctr: -2; Rev-erbA mod: -11; ABHD4 inh: 6; MBD2 inh: -5; HTRA1 inh: -4; rCAG binder: 17; PG9 binder: 1.6

What do the screens show for `CCn1ncc(C(=O)Nc2cccc(Cl)c2)c1C`?
LEDGF integ inh: -4; PRMT1 inh: 4; TCR CD3 inh: 3; UHRF1 MBD2 ctr: 5; Rev-erbA mod: 3; ABHD4 inh: -19; MBD2 inh: 10; HTRA1 inh: 6; rCAG binder: -6; PG9 binder: -1.7

How did COC(=O)/C=C1/SC(=NC(=O)c2cccc([N+](=O)[O-])c2)NC1=O do in these assays?
LEDGF integ inh: 1; PRMT1 inh: 1; TCR CD3 inh: -2; UHRF1 MBD2 ctr: -4; Rev-erbA mod: 1; ABHD4 inh: -4; MBD2 inh: 0; HTRA1 inh: 2; rCAG binder: 11; PG9 binder: -0.2

What do the screens show for `CCOC(=O)c1sc(NC(=O)c2cccs2)nc1C`?
LEDGF integ inh: 3; PRMT1 inh: 2; TCR CD3 inh: -8; UHRF1 MBD2 ctr: 0; Rev-erbA mod: 12; ABHD4 inh: 2; MBD2 inh: -4; HTRA1 inh: 2; rCAG binder: 4; PG9 binder: 0.9

Results for Cc1sc2c(c1C)c(=O)n(-c1ccccc1)c1nncn21 ?
LEDGF integ inh: 1; PRMT1 inh: -2; TCR CD3 inh: 2; UHRF1 MBD2 ctr: -2; Rev-erbA mod: -4; ABHD4 inh: 5; MBD2 inh: 1; HTRA1 inh: -3; rCAG binder: 2; PG9 binder: -0.4

Results for O=C(Nc1ccc2c(c1)OCCO2)c1oc2ccccc2c1NC(=O)C1CC1 ?
LEDGF integ inh: 4; PRMT1 inh: -10; TCR CD3 inh: 1; UHRF1 MBD2 ctr: 1; Rev-erbA mod: 11; ABHD4 inh: -3; MBD2 inh: -5; HTRA1 inh: 0; rCAG binder: -3; PG9 binder: -1.9

Of the compounds above, these contain two or more sulfur atoms:
What do the screens show for `Cc1nnc2ccc(-c3ccc(NS(=O)(=O)c4ccc(Cl)s4)cc3)nn12`?
LEDGF integ inh: -7; PRMT1 inh: 2; TCR CD3 inh: -3; UHRF1 MBD2 ctr: -2; Rev-erbA mod: -11; ABHD4 inh: 6; MBD2 inh: -5; HTRA1 inh: -4; rCAG binder: 17; PG9 binder: 1.6

What do the screens show for `CCOC(=O)c1sc(NC(=O)c2cccs2)nc1C`?
LEDGF integ inh: 3; PRMT1 inh: 2; TCR CD3 inh: -8; UHRF1 MBD2 ctr: 0; Rev-erbA mod: 12; ABHD4 inh: 2; MBD2 inh: -4; HTRA1 inh: 2; rCAG binder: 4; PG9 binder: 0.9

Next results follow:
Results for COC(=O)C1=C(C)N(Cc2cccc(C(F)(F)F)c2)C(=NCc2ccc3c(c2)OCO3)NC1c1ccccc1C(F)(F)F (stereo unspecified) ?
LEDGF integ inh: -2; PRMT1 inh: -2; TCR CD3 inh: -2; UHRF1 MBD2 ctr: 0; Rev-erbA mod: 5; ABHD4 inh: 13; MBD2 inh: 3; rCAG binder: 4; PG9 binder: -0.6

How did CCOc1ccc(/C=N/n2cc(-c3ccccc3)[nH]c2=S)cc1 do in these assays?
LEDGF integ inh: 1; PRMT1 inh: 16; TCR CD3 inh: -2; UHRF1 MBD2 ctr: -1; Rev-erbA mod: 0; ABHD4 inh: 3; MBD2 inh: 2; HTRA1 inh: -1; rCAG binder: 6; PG9 binder: -0.5

How did COC(=O)c1ccc(C(=O)OC)c(NC(=O)C(C)(C)C)c1 do in these assays?
LEDGF integ inh: 2; PRMT1 inh: -3; TCR CD3 inh: -4; UHRF1 MBD2 ctr: 2; Rev-erbA mod: 0; ABHD4 inh: 2; MBD2 inh: 0; HTRA1 inh: 0; rCAG binder: -3; PG9 binder: 1.7

What do the screens show for `COc1ccc(C(=O)N/C(=C\c2cn(S(=O)(=O)N(C)C)c3ccccc23)C(=O)NCCCn2ccnc2)cc1`?
LEDGF integ inh: 3; PRMT1 inh: -3; TCR CD3 inh: 7; UHRF1 MBD2 ctr: -3; Rev-erbA mod: 0; ABHD4 inh: 3; MBD2 inh: -2; HTRA1 inh: 0; rCAG binder: 2; PG9 binder: 0.3

Results for COc1ccc(S(=O)(=O)NCc2cc(=O)n(C)c(=O)n2C)cc1F ?
LEDGF integ inh: -7; PRMT1 inh: 2; TCR CD3 inh: -5; UHRF1 MBD2 ctr: 3; Rev-erbA mod: 2; ABHD4 inh: 3; MBD2 inh: 1; HTRA1 inh: 4; rCAG binder: -1; PG9 binder: 0.7

How did CCc1ccc2c(c1)C(c1ccc([N+](=O)[O-])cc1)=NNC(c1ccc(Br)cc1)=N2 do in these assays?
LEDGF integ inh: 0; PRMT1 inh: 0; TCR CD3 inh: 4; UHRF1 MBD2 ctr: -1; Rev-erbA mod: 2; ABHD4 inh: -2; MBD2 inh: 0; HTRA1 inh: -10; rCAG binder: 4; PG9 binder: -3.2

How did COCc1cc(/C=N\NC(=O)COc2ccc(Cl)cc2)ccc1OC do in these assays?
LEDGF integ inh: 5; PRMT1 inh: 0; TCR CD3 inh: 8; UHRF1 MBD2 ctr: -4; Rev-erbA mod: 2; ABHD4 inh: -10; MBD2 inh: -3; HTRA1 inh: -8; rCAG binder: 0; PG9 binder: -1.1

How did CC(=O)Nc1cccc(-c2nnc(SCC(=O)n3c4c(c5ccccc53)CCCC4)n2C)c1 do in these assays?
LEDGF integ inh: -1; PRMT1 inh: 3; TCR CD3 inh: 8; UHRF1 MBD2 ctr: 2; Rev-erbA mod: -14; ABHD4 inh: -9; MBD2 inh: 2; HTRA1 inh: -35; rCAG binder: 4; PG9 binder: -1.5

How did COc1ccc2c(CC(=O)N(C)CC3COc4ccccc4O3)coc2c1 (stereo unspecified) do in these assays?
LEDGF integ inh: 3; PRMT1 inh: -1; TCR CD3 inh: -5; UHRF1 MBD2 ctr: 2; Rev-erbA mod: -1; ABHD4 inh: 1; MBD2 inh: -2; HTRA1 inh: -12; rCAG binder: 2; PG9 binder: -1.7

This is a subset; the hit share may differ from the screen's.
